hK5 inh – inhibitors of human kallikrein 5; Q9Y337; recombinant hK5, fluorogenic AMC substrate cleavage; inhibition, % at 5 µM; 0.59% of 210,000 active; AID 873;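 active = inhibition of 40% or more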;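 note: 0% = enzyme controls without compound and 100% = no-enzyme blanks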
Target sequence (Q9Y337 67-293 limits assumed): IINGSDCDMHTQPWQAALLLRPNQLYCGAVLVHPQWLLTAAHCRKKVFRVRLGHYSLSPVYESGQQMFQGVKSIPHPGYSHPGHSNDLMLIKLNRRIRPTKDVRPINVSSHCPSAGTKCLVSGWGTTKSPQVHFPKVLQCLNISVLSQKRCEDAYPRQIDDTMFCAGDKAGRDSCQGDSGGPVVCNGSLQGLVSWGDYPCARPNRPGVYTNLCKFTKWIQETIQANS
L929 necroptosis – L929 zVAD cell death inhibition; AID 1377; 0.38% of 220,000 active; L929 zVAD necroptosis rescue, ATP luminescence, 24 h; with zVAD 60 µM; viability rescue, % at 10 µM;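 active = activation, scaled between plate controls, above about 75%, limit read from the data; inactive = activation under that limit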;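 note: 0% = zVAD with DMSO and 100% = DMSO alone without zVAD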
Hck Nef HTS – human Hck-Nef kinase inhibition; 0.68% of 220,000 active; inhibition, % at 20 µM; Recombinant Hck-YEEI plus Nef, Z-Lyte FRET kinase assay; AID 463187; P08631;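 active = Hck-Nef kinase inhibition above about 50%, limit read from the data; inactive = inhibition below that limit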;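 note: 0% = DMSO with Hck plus Nef and 100% = Hck alone without Nef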
Target sequence (P08631 whole entry, looked up): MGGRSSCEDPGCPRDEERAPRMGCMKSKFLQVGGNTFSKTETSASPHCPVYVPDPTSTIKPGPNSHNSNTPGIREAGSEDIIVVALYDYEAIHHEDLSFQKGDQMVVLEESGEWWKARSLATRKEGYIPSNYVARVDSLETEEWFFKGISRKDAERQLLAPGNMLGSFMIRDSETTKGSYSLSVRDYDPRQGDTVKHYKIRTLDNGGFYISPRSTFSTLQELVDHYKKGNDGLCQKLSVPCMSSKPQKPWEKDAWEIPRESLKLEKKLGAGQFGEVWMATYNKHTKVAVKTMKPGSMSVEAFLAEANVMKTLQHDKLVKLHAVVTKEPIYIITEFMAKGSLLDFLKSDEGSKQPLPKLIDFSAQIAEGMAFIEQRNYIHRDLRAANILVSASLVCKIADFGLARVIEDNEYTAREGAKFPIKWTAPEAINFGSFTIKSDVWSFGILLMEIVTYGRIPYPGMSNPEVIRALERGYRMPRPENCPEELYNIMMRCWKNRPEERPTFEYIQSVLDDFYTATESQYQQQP
KCC2 mod – modulates chloride dependent transport by human KCC2 | Q9H2X9 | KCC2 cells, thallium flux FluoZin-2 fluorescence | B-score of Tl+ flux slope (higher = more flux/activation; lower = inhibition) at 10 µM | 2.2% of 190,000 active | AID 1456;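 active = thallium flux slope and its plate-corrected score both differing from the plate sample mean at a set confidence after two filtering rounds, in either direction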;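 note: slope of fluorescence scaled to starting intensity during 10 to 20 s after thallium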
Rad51 HR inh – Rad51 (human) homologous recombination inhibition; 0.085% of 200,000 active; inhibition, % at 10 µM; Q06609; hRad51 DNA strand exchange, fluorescence dequenching;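 active = inhibition above 40% at the single screening dose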;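 note: 0% = DMSO control wells and 100% = blanks with heterologous ssDNA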
Target sequence (Q06609 whole entry, looked up): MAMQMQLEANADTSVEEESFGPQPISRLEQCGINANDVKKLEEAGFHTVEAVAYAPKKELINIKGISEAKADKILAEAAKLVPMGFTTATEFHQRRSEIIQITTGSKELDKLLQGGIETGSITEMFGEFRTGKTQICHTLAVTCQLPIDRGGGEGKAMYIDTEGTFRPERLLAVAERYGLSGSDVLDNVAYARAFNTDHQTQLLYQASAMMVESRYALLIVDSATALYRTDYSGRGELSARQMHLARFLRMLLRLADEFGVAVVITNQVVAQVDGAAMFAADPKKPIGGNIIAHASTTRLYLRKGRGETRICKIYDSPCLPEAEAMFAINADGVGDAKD
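System: hRad51 filaments on single-stranded DNA; reagent: Fluorescein- and BHQ1-tagged 47-mer duplex; compound dosing: one concentration, 10 µM final; timing: filaments 15 min 37 °C, then compound 30 min; measured by: fluorescein emission 520 nm, excitation 485 nm; benchmarks: per-plate controls and blanks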
FXIIa inh – inhibitors of human coagulation factor XIIa; P00748; purified FXIIa, Boc-QGR-AMC fluorogenic substrate, 2 h; inhibition, % at 5 µM; 0.3% of 220,000 active; in the data active = inhibition above about 40%;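 note: 0% = enzyme with no compound and 100% = blank without enzyme; many of its hits are not listed in these tables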
TNF death inh – TNF-alpha cell death inhibition in Jurkat FADD-/- cells; 0.068% of 220,000 active; activation (protection from cell death), % at 10 µM; Jurkat FADD-/- TNF necroptosis rescue, ATP luminescence, 24 h; 0 = TNF only, 100 = no-TNF cells; AID 463075;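 active = activation, meaning protection from cell death, of at least 50% relative to plate controls; inactive = activation below 50%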;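 note: necroptosis triggered by 40 ng/mL TNF-alpha added together with compound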
Thrombin inh – thrombin (human) inhibition; alpha-thrombin, Boc-VPR-AMC fluorogenic substrate cleavage; inhibition, % at 5 µM; 0.26% of 220,000 active;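 active = inhibition at or above 40%; inactive = inhibition below 40%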;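 note: 0% = enzyme with no compound and 100% = wells without enzyme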
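System: human alpha-thrombin protein; Compound dosing: one concentration per compound, 5 µM, with 0.2% DMSO; Timing: reaction at room temperature; Technique: AMC fluorescence, 355/460 nm; Controls: enzyme without compound as high, wells lacking enzyme as low.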
FXIa inh 1536 – factor XIa (human) inhibition. P03951. purified FXIa, Boc-Glu-Ala-Arg-AMC fluorogenic substrate. inhibition, % at 5 µM. 0.14% of 220,000 active. AID 798;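 active = inhibition of at least 40%; inactive = inhibition below 40%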;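 note: fluorescence of freed AMC excited at 355 nm; 0% = enzyme without compound and 100% = no enzyme blank; many of its hits are not listed in these tables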
Active calls of the source: *; · = not tested or not shown. This is a subset; rates above refer to the full screens.

SMILES | hK5 inh | L929 necroptosis | Hck Nef HTS | KCC2 mod | Rad51 HR inh | FXIIa inh | TNF death inh | Thrombin inh | FXIa inh 1536
O=C(NCCN1CCOCC1)C1CCC(=O)N1Cc1ccc(F)cc1 (stereo not drawn) | 2.8 | 0.4 | -1.7 | · | 3.9 | 13.6 | 0.3 | 1.9 | 4.1
COc1ccc(CC(=O)Nc2ccc(N3CCN(c4ccc(OC)cc4)CC3)c(C#N)c2)cc1 | 35.4 | 6.3 | 0.3 | -0.348 | 1.3 | 11.6 | 4.0 | 18.8 | 4.2
CCOC(=O)c1c(N)sc2c(OC)c(Br)ccc12 | 27.2 | 6.7 | -0.7 | · | -4.8 | -1.2 | 1.4 | 32.8 | 3.9
CCOc1ccc(C(=O)CN2CCN(S(=O)(=O)c3ccc(OC)cc3)CC2)cc1 | -36.5 | 0.2 | -0.4 | 0.442 | -5.5 | 9.2 | 1.2 | -3.1 | 19.1
COCCN(C(=O)Nc1ccccc1)c1ccccc1 | -14.9 | 0.0 | 1.4 | 0.561 | 2.0 | 25.3 | -0.3 | 0.8 | 17.6
CC(=O)Nc1cccc(S(C)(=O)=O)c1 | -6.6 | -0.3 | 0.6 | -0.208 | · | 11.0 | 0.2 | -4.0 | 3.4
O=C(Nc1ccccc1Cl)NC1(C(=O)N2CCCC2)CCCCC1 | -6.6 | 0.2 | 6.1 | 0.607 | 10.3 | 7.4 | 0.9 | -5.1 | -0.5
O=S(=O)(c1ccccc1)N1N=C(c2ccccc2)CC1c1ccccc1 (stereo not drawn) | · | -1.1 | 2.4 | 0.0481 | · | 5.7 | -1.5 | -5.1 | -0.5
CCS(=O)(=O)n1nc(-c2ccccc2)nc1SC | -6.6 | 0.8 | -10.3 | 0.619 | 3.1 | 9.2 | 0.9 | -1.2 | -6.1
Cc1ccc(NC(=O)N2CCCC2C(=O)NCc2cccs2)cc1 (stereo not drawn) | -4.4 | -0.3 | 4.2 | -0.239 | -4.1 | 14.6 | -1.6 | 2.2 | 7.4
CCn1cc(Br)c(C(=O)Nc2ccc(OC)cc2)n1 | 2.5 | 0.4 | -10.9 | -0.853 | 2.9 | 20.0 | -1.5 | 1.7 | 2.0
Cc1cc(C)cc(OC(=O)N2CCOCC2)c1 | -4.1 | -0.6 | 6.7 | 0.449 | 11.6 | 18.1 | -2.4 | 5.2 | 2.8
O=C1N(Cc2cccnc2)C[C@@H]2C[C@@H](c3ccc(-c4ccccc4)cc3)N3CCC[C@@]123 | 24.4 | -2.1 | 10.9 | -0.123 | -13.7 | 31.0 | 1.5 | 9.8 | 11.7
CC(C)NC(=O)C1CC(=O)N(c2ccc(F)c(Cl)c2)C1 (stereo not drawn) | 4.9 | 0.4 | 1.5 | 0.0279 | -2.0 | -1.9 | -1.7 | 2.5 | -0.3
O=S(=O)(Nc1ccc2nc(-c3ccco3)[nH]c2c1)c1ccccc1 | -0.8 | 0.5 | 0.9 | -0.372 | -15.3 | 13.1 | 1.0 | -4.5 | -4.5

Two entries from above, tab-delimited.
Structure	hK5 inh	L929 necroptosis	Hck Nef HTS	KCC2 mod	Rad51 HR inh	FXIIa inh	TNF death inh	Thrombin inh	FXIa inh 1536
O=C(Nc1ccccc1Cl)NC1(C(=O)N2CCCC2)CCCCC1	-6.6	0.2	6.1	0.607	10.3	7.4	0.9	-5.1	-0.5
O=S(=O)(c1ccccc1)N1N=C(c2ccccc2)CC1c1ccccc1 (stereo not drawn)	·	-1.1	2.4	0.0481	·	5.7	-1.5	-5.1	-0.5

Next part:
SMILES | hK5 inh | L929 necroptosis | Hck Nef HTS | KCC2 mod | Rad51 HR inh | FXIIa inh | TNF death inh | Thrombin inh | FXIa inh 1536
COc1ccc(N(C)S(=O)(=O)c2c(C)[nH]c(=O)[nH]c2=O)c(OC)c1 | -2.1 | -0.1 | 2.6 | 0.114 | -1.6 | 9.0 | -1.1 | 3.0 | -0.6
CCC/C(O)=C1\C(=O)CCCC1=NCCc1c(C)[nH]c2ccccc12 | -1.5 | 0.1 | 19.4 | -1.42 | 22.7 | 11.4 | 0.2 | -2.8 | -1.6
Cc1ccccc1C1c2[nH]c3ccccc3c2CCN1CCCn1cccn1 (stereo not drawn) | · | -1.1 | -15.9 | · | · | 3.9 | 1.1 | 0.0 | 1.8
CCOC(=O)c1sc2c(c1C)C(c1cccs1)C1=C(CCCC1=O)N2 (stereo not drawn) | -16.5 | 1.4 | 17.5 | · | -5.2 | -11.5 | -6.5 | -9.3 | -10.7
Cc1nnc(N/N=C/c2ccc([N+](=O)[O-])cc2)n1N | 0.6 | 0.0 | 14.0 | 0.011 | · | 5.0 | -1.7 | -2.5 | 0.5
CCSc1nnc(-c2ccccc2NC(=O)CC)c(=O)[nH]1 | -22.1 | 0.0 | 0.1 | 0.198 | -9.3 | 6.8 | -1.1 | -2.4 | -0.9
CCOc1ccccc1C(=O)N1CCCCC1C (stereo not drawn) | 0.1 | 0.6 | -0.2 | -0.756 | 2.0 | -3.4 | -0.2 | -9.4 | -4.3
CC(C)CNc1ncnc2c1cnn2Cc1ccc(Cl)cc1 | -1.9 | 3.1 | 7.0 | -0.778 | 13.7 | 7.5 | 6.8 | 2.1 | 2.7
Cc1onc(-c2c(Cl)cccc2Cl)c1C(=O)Nc1nc(C(C)(C)C)cs1 | 14.5 | 0.8 | -1.6 | -0.669 | 6.2 | 4.3 | 0.0 | -4.1 | -8.6
CC(C)c1ccc(NC(=O)c2ccc(Br)o2)cc1 | 29.9 | 0.6 | 16.8 | · | 5.7 | 49.9* | -0.4 | 25.0 | 21.8
CCC(=O)Nc1ccc(C(=O)NNC(=O)c2cc([N+](=O)[O-])cc([N+](=O)[O-])c2)cc1 | 4.5 | 2.8 | 17.9 | 0.426 | -0.7 | 16.8 | -0.4 | -0.9 | 1.4
CCCn1c(SCC(=O)N2CCN(C(=O)c3ccco3)CC2)nc2ccccc2c1=O | -3.8 | -0.3 | 25.1 | 0.13 | -1.2 | 1.9 | 0.6 | · | -1.4
COc1cccc(-n2nc3c(=O)n(Cc4ccccc4Cl)nc(C)c3c2C)c1 | -25.2 | 0.8 | 0.9 | -0.0464 | · | 10.8 | 4.7 | -3.9 | 7.2
Cc1cccc(NC2=C(NC(=O)c3ccccc3)C(=O)c3ccccc3C2=O)c1 | 4.7 | 2.3 | -1.3 | -0.166 | 6.8 | 6.8 | -11.5 | 8.0 | 2.1
O=C(NCCc1ccccc1)c1cnc2n(c1=O)CCS2 | -3.0 | -0.8 | 13.4 | -0.0821 | 4.6 | 12.6 | 1.1 | -7.5 | 9.3
COc1ccccc1-c1cc(C(=O)NCCc2ccccc2)no1 | 15.4 | 0.8 | -1.6 | · | -10.2 | 14.9 | -6.3 | -1.8 | -0.5
Oc1ccc(C2C=C(c3ccc(F)cc3)Nc3ncnn32)cc1 (stereo not drawn) | 5.5 | 0.0 | -8.4 | 0.0551 | · | 6.7 | 0.4 | -3.5 | 4.5
Cc1nn(S(=O)(=O)c2ccc([N+](=O)[O-])cc2)c(C)c1Sc1ccccc1 | · | -0.1 | 0.1 | 0.57 | 6.8 | · | -1.4 | · | ·
COc1cccc(C(=O)Nc2ccc(NC(=O)c3ccco3)c(Cl)c2)c1 | 8.9 | 0.4 | -1.9 | 0.0717 | 22.1 | 11.7 | -0.1 | 4.0 | 0.1
CCc1nc2ccccc2n1Cc1cc(=O)n2cc(C)ccc2n1 | -2.8 | 0.1 | 0.2 | -0.342 | 4.6 | 9.4 | -3.6 | -4.1 | -2.7
CC(=O)c1cccc(N=Nc2c(C)[nH]c3ccccc23)c1 | -2.9 | 1.1 | 0.7 | 0.188 | · | 9.5 | 0.9 | 4.9 | 8.4
CCOc1ccc(-n2c(=O)c3ccccc3c3ccccc3c2=O)cc1 | 3.7 | -0.8 | 11.8 | -1.17 | 19.4 | 11.4 | -1.5 | 2.7 | 3.4
COc1ccc(CCNC(=O)c2c[nH]c3ccccc3c2=O)cc1OC | 0.8 | 5.2 | 1.3 | -0.998 | -8.1 | 3.8 | -3.2 | -3.5 | -1.7
CC1CC(O)(Cc2ccccc2)C(C)CN1C (stereo not drawn) | 0.3 | 1.3 | -0.2 | · | 3.8 | 14.7 | 1.8 | 4.2 | -4.3
CC(=O)c1cc(C(=O)Nc2ccccc2C(=O)O)oc1C | -22.1 | 0.2 | -3.5 | -1.33 | 1.0 | 0.1 | 0.4 | -1.6 | -3.7
N#C/C(=C\c1cccc([N+](=O)[O-])c1)C(=O)NCc1cccnc1 | -0.1 | -0.3 | 2.9 | 0.815 | -2.1 | -0.7 | -5.6 | -6.7 | -8.3
O=C(Nc1ccccc1)NC1(C(=O)NCCCN2CCOCC2)CCCCC1 | -24.2 | -0.2 | 0.0 | · | 9.1 | 4.3 | -0.7 | -7.1 | -4.0
Cc1ccc(C(=O)NC(=S)Nc2ccc(CN3CCCCC3)cc2)c(C)c1 | -2.3 | 0.7 | 10.3 | 1.84 | -2.4 | · | 2.6 | -5.1 | -4.2
COC(=O)CN1C(=S)N(c2ccc(Cl)cc2)C(=O)C1CC(=O)Nc1ccc(Cl)cc1 (stereo not drawn) | 15.2 | -0.1 | -1.2 | -0.0972 | · | 11.6 | -7.7 | 3.6 | 0.6
CCN1CCN(C(=O)c2ccc(C(F)(F)F)cc2)CC1 | · | -0.9 | 0.7 | -0.26 | · | 11.5 | 0.1 | -1.1 | -5.2
Cc1cc(C)nc(N/N=C/C2=C(N3CCOCC3)C(=C\c3ccc(Cl)cc3)/CC2)n1 | -9.7 | 0.4 | 1.4 | -1.07 | -3.8 | -3.6 | -1.2 | -7.6 | -3.7
COC(=O)Cc1c(C)c2ccc(OCC(=O)NCc3ccc4c(c3)OCO4)cc2oc1=O | -15.3 | 0.3 | 1.5 | 0.123 | · | 4.2 | -1.3 | -0.3 | 0.1
NNC(=O)COc1cccc2cccnc12 | -7.4 | 0.2 | -7.1 | 0.556 | -4.0 | 10.1 | 0.2 | 1.5 | 8.6
O=C(NCCCN1CCOCC1)Nc1ccc(Cc2ccc(NC(=O)NCCCN3CCOCC3)cc2)cc1 | -5.7 | · | -1.4 | 0.643 | · | 8.9 | 0.3 | -0.6 | 0.6
O=S(=O)(Nc1cccc2ccccc12)N1CCCC1 | -11.1 | -0.1 | -0.9 | -0.623 | 0.6 | -4.0 | -0.9 | 3.1 | -6.0
O=C(NCCN1CCOCC1)c1nn2c(c1Cl)NC(c1ccccc1)CC2C(F)(F)F (stereo not drawn) | -18.6 | -0.1 | 1.8 | 0.139 | -8.8 | 2.0 | -0.1 | -7.9 | -6.0
COc1ccc(-c2noc(-c3ccccc3C(=O)N3CCOCC3)n2)cc1 | -12.3 | -0.2 | 6.4 | 0.0441 | 5.2 | 9.8 | -3.1 | -7.5 | 4.5
O=C(Cn1cnc2c(nnn2Cc2ccc(Cl)cc2)c1=O)c1ccccc1 | 10.8 | -0.9 | -5.6 | -2.64 | 1.0 | 11.9 | -0.6 | 1.5 | 5.7
Cc1cc(N2C(=O)NC(=O)CC2C)c(C)cc1C(C)C (stereo not drawn) | -3.5 | 0.2 | 4.0 | 0.0161 | · | 10.1 | 0.8 | -2.4 | 5.2
Cc1cccc(NC(=S)Nc2ccccn2)c1 | 1.9 | 0.3 | 17.5 | · | -3.2 | 7.3 | -2.4 | -1.6 | 2.8
Cc1ccc(S(=O)(=O)Nc2nc3cc(C)c(C)cc3[nH]2)cc1 | -1.9 | 36.4 | 12.0 | -0.0318 | -23.2 | 5.9 | -0.3 | -0.8 | -1.8
